# GPR55 beta-arrestin: selective activators of receptor GPR55 – imaging, U2OS cells, beta-arrestin-GFP redistribution, primary screen (AID 1961); U2OS GPR55 beta-arrestin-GFP redistribution imaging; higher % means a stronger effect; activation, % at 10 µM; hits with a dose series show EC50 in µM; actives 0.048% (n = 290,000);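 active = activation above 40% with more than 50 cells counted in the well; inconclusive = wells holding fewer than 50 cells, flagged as toxic or sparse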;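 note: U2OS osteosarcoma cells stably expressing GPR55 and beta-arrestin-GFP; plate controls were DMSO negative control for no effect and LPI positive control for full effect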
# KOR beta-arrestin-1: kappa opioid receptor activators – cell-based, luminescence, uHTS, primary screen (AID 1777); activation, % at 10 µM; hits with a dose series show EC50 in µM; KOR beta-arrestin recruitment, luminescence; higher % means a stronger effect; actives 0.02% (n = 280,000); in the data active = activation above about 50%, passing the limit was not always enough; note: a part of the inactive calls stands beside numbers as strong as those of hits
# Rac1 GTP hydrolysis: MgcRacGAP GTPase-activating activity inhibitors, confirmation, biochemical, ADP Hunter fluorescence; MgcRacGAP-stimulated Rac1 GTP hydrolysis, ADP Hunter fluorescence; higher % means a stronger effect; GST-tagged Rac1 F28L mutant substrate; inhibition, % at 30 µM; hits with a dose series show IC50 in µM; actives 0.6% (n = 340,000);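 active = first-screen hits whose inhibition reached a set limit at any dose in the follow-up dose series; inconclusive = inhibition above the set first-screen limit but never retested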;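 note: fluorescence reports GDP produced by GAP-driven GTP hydrolysis; strong numbers were not always called active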
# NOD1 inhibition: inhibition of NOD1-driven NF-kB reporter – cell-based, luminescence, uHTS, primary screen (AID 1578) | NOD1-driven NF-kB luciferase reporter cells, luminescence; higher % means a stronger effect | actives 1% (n = 290,000) | one-dose inhibition, % at 4 µM; EC50 in µM for titrated hits; in the data active = inhibition mostly above about 36%, no sharp cut-off; inactive = mostly below about 34%;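 note: HEK-293T reporter cells stimulated with the NOD1 agonist gamma-tri-DAP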
# KOR beta-arrestin-2: kappa opioid receptor blockers – cell-based, luminescence, uHTS (AID 1778); inhibition, % at 10 µM; hits with a dose series show IC50 in µM; actives 0.091% (n = 290,000); KOR beta-arrestin recruitment, luminescence, antagonist mode; higher % means a stronger effect; note: strong numbers were not always called active
# SV40 large T antigen: TAg ATPase/helicase activity blockers – biochemical (AID 1903) | inhibition, % at 20 µM, or IC50 in µM where a hit was titrated | SV40 large T antigen ATPase/helicase inhibition assay; higher % means a stronger effect | actives 0.39% (n = 310,000); in the data active = a potency from the dose series; inconclusive = inhibition mostly from about 32% at the one dose, without a potency; inactive = the rest, 99 in 100 with inhibition below about 32%; note: strong numbers were not always called active
# HIV fusion peptide: cell-free HIV fusion peptide-binding blockers – biochemical, uHTS, fluorescence dequenching, primary screen (AID 1986); cell-free peptide binding, fluorescence dequenching, 30 min; higher % means a stronger effect; inhibition, % at 20 µM; hits with a dose series show IC50 in µM; actives 0.3% (n = 290,000); in the data active = inhibition mostly above about 52%, no sharp cut-off; inactive = mostly below about 76%; note: some results filed as inactive read as strong as hits
# GPR55 LPI antagonism: inhibition of LPI-stimulated GPR55 beta-arrestin translocation – imaging, U2OS, beta-arrestin-GFP, LPI agonist, primary screen (AID 2013); U2OS GPR55 beta-arrestin-GFP translocation imaging, LPI antagonism; higher % means a stronger effect; inhibition, % at 10 µM, or IC50 in µM where a hit was titrated; actives 0.13% (n = 290,000);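 active = spots per cell inhibited over 60%, with over 100 cells counted and total cytoplasm intensity under 500,000; inconclusive = wells with under 100 cells, flagged as likely toxic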;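 note: U2OS cells stably carrying GPR55 and arrestin-GFP stimulated by 5 µM LPI near EC80; imaged beta-arrestin-GFP aggregate spots per cell after agonist stimulation; plate controls were LPI-stimulated DMSO wells for no effect and DMSO wells without LPI for full effect; some results filed as inactive read as strong as hits; confirmed hits need IC50 under 10 µM and bright autofluorescent wells are also inconclusive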
# HEK293 NOD2/NF-kB: inhibition of NOD2-driven NF-kB reporter – cell-based, luminescence, uHTS, HEK293 (AID 1566); HEK293 NOD2/NF-kB luciferase reporter, luminescence; higher % means a stronger effect; inhibition, % at 4 µM; hits with a dose series show EC50 in µM; actives 0.63% (n = 290,000); note: many of its hits are not listed in these tables
# The depositor's hits bear a star; u = inconclusive; x = not tested or not shown; [ ] = dose if it differs, or a comment. Cut-off read from the data, not from the text of the source, unless noted: active = inhibition above about 50%; inactive = the rest. Only part of the results is shown. The share of hits here may be higher or lower than overall.
no.	Structure	HIV fusion peptide	KOR beta-arrestin-2	SV40 large T antigen	GPR55 beta-arrestin	GPR55 LPI antagonism	Rac1 GTP hydrolysis	KOR beta-arrestin-1	NOD1 inhibition	HEK293 NOD2/NF-kB
1	N#Cc1ccc(NC(=O)Cn2cnc(S(=O)(=O)N3CCOCC3)c2)cc1	-1.3%	-22%	6%	-0.4%	-7%	7%	9.5%	-21%	6%
2	Cc1cc(=O)n2[nH]c(N3C(=O)CCC3=O)nc2n1	9.3%	0%	9%	0.0%	-16%	2%	2.4%	-7%	11%
3	COc1ccc(Br)c(-c2nc(CS(=O)(=O)c3ccc(F)cc3)no2)c1	-0.7%	-52%	4%	-0.2%	5%	-10%	0.4%	18%	-6%
4	CCN(CC)S(=O)(=O)c1ccc(N2CCOCC2)c(NC(=O)C(C)(C)C)c1	-2.2%	16%	0%	-0.1%	4%	17%	x	-4%	-8%
5	NC(N)=NCCC[C@H](NC(=O)OCc1ccccc1)C(=O)O	1.7%	13%	1%	-0.1%	12%	8%	-0.6%	2%	18%
6	CCc1c(C)nc(SC/C=C/c2ccccc2)[nH]c1=O	-0.7%	-30%	7%	-0.1%	-6%	12%	-1.8%	-3%	18%
7	Cc1cccc(OCc2nnc(SCC(=O)O)n2Cc2ccccc2)c1	2.8%	-4%	6%	0.1%	0%	6%	5.0%	-29%	-8%
8	COc1cccc(NS(=O)(=O)c2ccc(NC(C)=O)cc2)c1	-0.7%	-4%	-3%	-0.2%	9%	2%	-1.5%	6%	15%
9	CCCCN(C(=O)c1cccc(S(=O)(=O)N2CCOCC2)c1)c1c(N)n(CCC)c(=O)[nH]c1=O	-1.4%	22%	3%	-0.2%	0%	9%	-6.5%	-17%	19%
10	C=CCn1c(SCC(=O)Nc2ccc3c(c2)OCO3)nnc1-c1ccccc1O	-1.4%	-84%	-4%	0.2%	3%	6%	-1.6%	-7%	-100%
11	Cc1ccc(NC(=O)CN(C)S(=O)(=O)c2cnc[nH]2)cc1C	1.0%	-7%	7%	-0.2%	9%	3%	0.8%	-19%	2%
12	COc1ccc(N(C(=O)c2ccccc2C)S(=O)(=O)c2cccs2)cc1	-1.1%	x	3%	0.2%	-3%	0%	-1.6%	5%	-6%
13	Cc1cc(C)cc(NC(=O)CSc2nc3[nH]ncc3c(=O)[nH]2)c1	0.1%	15%	12%	0.2%	9%	-6%	-0.8%	-27%	7%
14	CC(=O)c1c(C)[nH]c(C(=O)OCc2ccccc2)c1C	-1.4%	15%	21%	-0.3%	-1%	3%	5.0%	-24%	-28%
15	COc1ccc(NC(=O)CCNC(=O)c2ccco2)c(OC)c1	-3.5%	-7%	10%	-0.2%	12%	11%	-1.0%	2%	-13%
16	CCOC(=O)CSc1nnc(CNC(=O)c2cccs2)n1-c1cc(OC)ccc1OC	-1.1%	40%	7%	0.1%	8%	10%	-3.5%	-22%	4%
17	c1ccc(N(c2ccccc2)c2nc(-n3ccnc3)nc(-n3ccnc3)n2)cc1	-1.0%	8%	-1%	0.6%	12%	9%	-0.7%	2%	8%
18	C=CCSC(CC)(CC)C(N)=O	-0.1%	-13%	4%	0.5%	-2%	11%	5.9%	-9%	-22%
19	O=C(Nc1nc(-c2cccs2)c(-c2cccs2)s1)C1CCCC1	2.3%	34%	0%	-0.6%	40%	10%	1.3%	-24%	-8%
20	Cc1ccc(C)c(NC(=O)CCN2CC(C)OC(C)C2)c1 (stereo not drawn)	-0.6%	-3%	7%	0.0%	9%	12%	-3.5%	-9%	8%
21	S=C(NCc1ccccc1)NN1CCOCC1	1.8%	21%	5%	0.1%	14%	1%	-1.8%	-18%	2%
22	C/C(=N\NC(=O)c1nnn(-c2nonc2N)c1C(C)C)c1cc(C)sc1C	2.5%	-17%	10%	-0.1%	-2%	4%	2.0%	13%	7%
23	CC1(C)CC(=O)C(N=Nc2ccc(-c3ccccc3)cc2)=C(O)C1	12%	3%	29%	0.1%	15%	9%	-6.7%	-36%	-24%
24	CCC(=O)N(CCC1(c2ccccc2OC)CCOC(C(C)C)C1)Cc1ccco1 (stereo not drawn)	-1.4%	29%	8%	1.5%	4%	11%	6.0%	-10%	2%
25	S=C(NNC(=S)Nc1ccccc1)Nc1ccccc1	1.8%	35%	22%	-0.2%	5%	9%	-0.7%	-8%	-90%
26	O=C(Nc1c(C(=O)O)[nH]c2ccccc12)NC1CCCCC1	0.6%	-41%	8%	-0.3%	-11%	7%	-1.4%	-16%	-9%
27	CCOC(=O)c1cnc2c(c(C)nn2C)c1Oc1ccc(Cl)cc1	-1.8%	17%	4%	-0.3%	3.5µM*	11%	-1.4%	10%	10%
28	O=C(O)CC1C(=O)OCN1C(=O)OCc1ccccc1 (stereo not drawn)	0.9%	-6%	21%	0.0%	20%	1%	2.8%	-38%	-9%
29	CCc1n[nH]c(=S)n1/N=C/c1ccc(N(CC)CC)cc1	-1.3%	-17%	26%	29%	11%	-3%	0.5%	7%	-15%
30	NNC(=O)c1nc(-c2cccc(-n3cccc3)c2)no1	0.4%	-14%	15%	-0.1%	8%	-7%	-1.8%	-2%	16%
31	CN(C)c1ccc(P(=O)(OCc2ccccc2)C(O)c2ccccc2F)cc1 (stereo not drawn)	-0.6%	-7%	14%	0.2%	14%	1%	11%	-1%	1%
32	Cc1nnc(N2C(=O)c3cccc4cccc(c34)C2=O)s1	-0.6%	-7%	9%	-0.1%	10%	3%	-6.1%	0%	17%
33	COc1cc(C(C#N)N2CCC(c3ccccc3)=N2)ccc1O (stereo not drawn)	-3.0%	23%	27%	-0.3%	-6%	23%	-1.4%	-1%	2%
34	CC1=C(C)CC(C(=O)c2ccccc2)C(C(=O)O)C1 (stereo not drawn)	20%	-33%	4%	-0.1%	-16%	1%	3.4%	5%	-2%
35	CCCOc1ccc(N2C(=O)CC(N(Cc3ccc(S(N)(=O)=O)cc3)C(=O)CC)C2=O)cc1 (stereo not drawn)	-1.7%	13%	10%	-0.1%	14%	9%	-5.1%	-24%	-1%
36	Cc1nc(SCC(=O)Nc2ccc(OCc3ccccc3)cc2)n[nH]1	-0.3%	-26%	10%	0.6%	3%	2%	8.5%	-16%	-114%
37	COc1cccc(CNC(=O)Cn2nc(C)c3c(C)n(-c4ccc(C)cc4)nc3c2=O)c1OC	-1.2%	-2%	9%	-0.1%	10%	6%	-4.9%	-16%	28%
38	C/C(=N\NC(=S)NCc1ccccc1)c1ccc2ccccc2c1	-0.8%	7%	u	-0.3%	7%	-4%	-0.5%	2%	-40%
39	CCCCN(C(C)=O)c1c(N)n(CCC)c(=O)n(CC(=O)Nc2cc(Cl)cc(Cl)c2)c1=O	0.9%	9%	12%	1.4%	0%	-6%	-1.4%	-21%	3%
40	C=CCOn1c(=O)c(-c2ccc(OCC)cc2)[n+]([O-])c2ccccc21	-0.6%	14%	4%	0.0%	-6%	4%	-1.5%	5%	22%
41	COc1ccccc1N1CCN(C2CCN(C(=O)COc3cccc(C)c3)CC2)CC1	-1.6%	-8%	2%	-0.3%	9%	29%	-0.1%	-13%	-7%
42	Nc1c(-c2cccc(Cl)c2)cnn1-c1cccc([N+](=O)[O-])c1	-2.8%	-2%	2%	0.2%	7%	4%	3.1%	-4%	-12%
43	O=C(NC(Cc1c[nH]c2ccccc12)C(=O)NCCCN1CCOCC1)c1cccs1 (stereo not drawn)	0.9%	4%	0%	-0.7%	10%	4%	0.1%	-38%	19%
44	CCN(CC)c1nc(Oc2ccc(C(=O)NN)cc2)nc(Oc2ccc(C(=O)NN)cc2)n1	0.0%	-9%	1%	0.4%	9%	4%	-1.0%	-7%	9%
45	C/C(=N/NC(=O)CNC(=O)c1cccc(F)c1)c1ccc2c(c1)CCCC2	-1.2%	-37%	2%	0.6%	13%	13%	-0.4%	-23%	12%
46	COc1ccc(C(=O)NC(C)c2nccs2)cc1OC1CCN(C(C)C)CC1 (stereo not drawn)	2.8%	14%	12%	-0.1%	16%	10%	3.7%	-39%	-10%
47	C[C@]12CCC(=O)C=C1[C@H](O)C[C@@H]1[C@@H]2[C@@H](O)C[C@@]2(C)[C@H]1CC[C@]2(O)C(=O)CO	1.8%	16%	5%	-0.1%	8%	3%	-0.7%	-33%	11%
48	CSc1cccc(NCc2ccc([N+](=O)[O-])cc2)c1	-1.4%	-18%[20 µM]	3%	-0.1%	-6%	21%	x	-24%	-13%
49	COc1cc(CSc2nnnn2-c2ccc(C)cc2)cc(OC)c1OC	-3.7%	-10%	-9%	-0.2%	3%	3%	-0.2%	47%	44%
50	COc1ccccc1CNC(=O)C1CC(c2ccc([N+](=O)[O-])cc2)=NO1 (stereo not drawn)	4.4%	-4%	10%	-0.1%	18%	12%	2.8%	39%	8%
51	CC(C)C(O)C1CCN(Cc2nc(-c3cccs3)no2)CC1 (stereo not drawn)	1.5%	-8%[20 µM]	9%	0.0%	9%	-2%	x	-43%	-51%
52	O=C(C1=C(O)C(=O)N(CCN2CCOCC2)C1c1ccco1)c1cc2ccccc2o1 (stereo not drawn)	6.7%	-4%	13%	-0.1%	-3%	6%	5.7%	-12%	6%
53	Cc1cnccc1CN(C)C(=O)C1CCC(=O)N(Cc2ccccc2F)C1 (stereo not drawn)	1.6%	20%	10%	0.2%	3%	12%	-2.8%	-11%	17%
54	CS(=O)(=O)N(CC(=O)N1CCOCC1)c1ccc2c3c(cccc13)CC2	-1.3%	20%	16%	-0.3%	14%	10%	-1.5%	-2%	1%
55	O=S(=O)(Nc1ccc(-n2cnnn2)cc1)c1ccc(F)c(F)c1F	0.9%	11%	18%	0.5%	9%	4%	4.0%	3%	20%
56	Cn1cccc1/C=N/n1c(-c2ccc(Cl)cc2)n[nH]c1=S	-3.4%	-15%	7%	0.6%	-2%	9%	-3.7%	-20%	-3%
57	COc1cc(CNc2ccc3[nH]c(=O)[nH]c3c2)ccc1OCc1ccc(F)cc1	-0.3%	-3%	13%	-0.1%	9%	23%	-1.5%	41%	39%
58	CCCc1cc(=O)oc2c(CNc3ccc(OCC)cc3)c(O)ccc12	2.4%	-21%	38%	0.3%	-10%	9%	6.2%	-3%	5%
59	O=C1CC[C@H](OCc2ccccc2)CCN1[C@H](CSc1ccccc1)Cc1ccccc1	0.3%	-10%[20 µM]	3%	-0.2%	-8%	9%	0.0%	-26%	-23%
